# Myeloid diff MLP – myeloid differentiation induction. AID 624256. ER-HoxA9 myeloid progenitors, lysozyme-GFP differentiation, flow cytometry. hit rate 1% among 360,000. calls only at 10 µM;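 active means normalized GFP-positive differentiation at or above the plate's own cutoff, the solvent-only control mean plus 3 SD; inconclusive means no clear call, values can overlap the other calls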;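 further: cells exposed to compound for four days before flow analysis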
# GPR55 LPI antagonism – GPR55 antagonists blocking LPI-driven arrestin recruitment, primary screen, imaging, U2OS, beta-arrestin-GFP, LPI agonist (AID 2013); U2OS GPR55 beta-arrestin-GFP translocation imaging, LPI antagonism; higher % means a stronger effect; inhibition, % at 10 µM, or IC50 in µM where a hit was titrated; hit rate 0.13% among 290,000;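 active means spots per cell inhibited over 60%, with over 100 cells counted and total cytoplasm intensity under 500,000; inconclusive means wells with under 100 cells, flagged as likely toxic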;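 further: U2OS cells stably carrying GPR55 and arrestin-GFP stimulated by 5 µM LPI near EC80; imaged beta-arrestin-GFP aggregate spots per cell after agonist stimulation; plate controls were LPI-stimulated DMSO wells for no effect and DMSO wells without LPI for full effect; some results filed as inactive read as strong as hits; confirmed hits need IC50 under 10 µM and bright autofluorescent wells are also inconclusive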
# KOR beta-arrestin-1 – kappa opioid receptor activators – cell-based, luminescence, uHTS, primary screen (AID 1777); KOR beta-arrestin recruitment, luminescence; higher % means a stronger effect; one-dose activation, % at 10 µM; EC50 in µM for titrated hits; hit rate 0.02% among 280,000; in the data active means activation above about 50%, passing the limit was not always enough; further: a part of the inactive calls stands beside numbers as strong as those of hits
# KOR beta-arrestin-2 – kappa opioid receptor blockers – cell-based, luminescence, uHTS (AID 1778); KOR beta-arrestin recruitment, luminescence, antagonist mode; higher % means a stronger effect; inhibition, % at 10 µM; hits with a dose series show IC50 in µM; hit rate 0.091% among 290,000; further: strong numbers were not always called active
# GPR55 beta-arrestin – selective activators of receptor GPR55 – imaging, U2OS cells, beta-arrestin-GFP redistribution, primary screen (AID 1961); U2OS GPR55 beta-arrestin-GFP redistribution imaging; higher % means a stronger effect; hit rate 0.048% among 290,000; activation, % at 10 µM; hits with a dose series show EC50 in µM;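 active means activation above 40% with more than 50 cells counted in the well; inconclusive means wells holding fewer than 50 cells, flagged as toxic or sparse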;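 further: U2OS osteosarcoma cells stably expressing GPR55 and beta-arrestin-GFP; plate controls were DMSO negative control for no effect and LPI positive control for full effect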
# GPR35 arrestin U2OS – inhibition of zaprinast-stimulated GPR35 beta-arrestin translocation – imaging, U2OS, beta-arrestin-GFP, zaprinast agonist, primary screen (AID 2058). U2OS GPR35 beta-arrestin-GFP translocation imaging, zaprinast antagonism; higher % means a stronger effect. one-dose inhibition, % at 10 µM; IC50 in µM for titrated hits. hit rate 0.052% among 290,000;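 active means inhibition of at least 50% with at least 30 cells and total cytoplasm GFP at most 10,000,000; inconclusive means under 30 cells or total GFP of 10,000,000 plus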
# HIV peptide binding – cell-free HIV fusion peptide-binding blockers – biochemical, uHTS, fluorescence dequenching, primary screen (AID 1986); cell-free peptide binding, fluorescence dequenching, 30 min; higher % means a stronger effect; inhibition, % at 20 µM, or IC50 in µM where a hit was titrated; hit rate 0.3% among 290,000; in the data active means inhibition mostly above about 52%, no sharp cut-off; inactive means mostly below about 76%; further: some results filed as inactive read as strong as hits
# NOD1 NF-kB reporter – inhibition of NOD1-driven NF-kB reporter – cell-based, luminescence, uHTS, primary screen (AID 1578); hit rate 1% among 290,000; NOD1-driven NF-kB luciferase reporter cells, luminescence; higher % means a stronger effect; inhibition, % at 4 µM, or EC50 in µM where a hit was titrated; in the data active means inhibition mostly above about 36%, no sharp cut-off; inactive means mostly below about 34%;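 further: HEK-293T reporter cells stimulated with the NOD1 agonist gamma-tri-DAP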
# NOD2 inhibition – inhibition of NOD2-driven NF-kB reporter – cell-based, luminescence, uHTS, HEK293 (AID 1566) | inhibition, % at 4 µM; hits with a dose series show EC50 in µM | HEK293 NOD2/NF-kB luciferase reporter, luminescence; higher % means a stronger effect | hit rate 0.63% among 290,000; further: many of its hits are not listed in these tables
# Myeloid diff MLP GFP+ MAC1+ % – also measured in Myeloid diff MLP; calls as there; GFP+ MAC1+ double positive, %; measured here: differentiation confirmed by MAC1 staining
# Active calls of the source: *; i = inactive; ? = inconclusive; · = not tested or not shown; + = active, no number; [ ] = remark or other dose. Unless noted, no stated cut-off is given here; in the data, active means inhibition above about 50%; inactive means the rest. These rows are one share of the data; rates above refer to the full screens.
SMILES,Myeloid diff MLP,Myeloid diff MLP GFP+ MAC1+ %,GPR55 LPI antagonism,KOR beta-arrestin-1,KOR beta-arrestin-2,GPR55 beta-arrestin,GPR35 arrestin U2OS,HIV peptide binding,NOD1 NF-kB reporter,NOD2 inhibition
O=C(O)c1ccccc1NC(=O)N1C[C@H]2C[C@@H](C1)c1cccc(=O)n1C2,i,1.6,-4%,-3.7%,7%[20 µM],-0.2%,-15%,1.3%,-19%,9%
O=c1cccc2n1CC1CC2CN(Cc2c(Cl)cccc2Cl)C1 (stereo not given),i,5.1,1%,-2.0%,-2%,0.8%,5%,0.7%,14%,-2%
Cc1cccc(-n2c(=S)[nH]c3ccccc3c2=O)n1,i,0.5,1%,-3.3%,-9%,0.2%,0%,-1.1%,-3%,10%
CCN(CC)S(=O)(=O)c1ccc(C(=O)NC2CN3CCC2CC3)cc1 (stereo not given),i,0.4,-7%,3.2%,48%,0.0%,2%,0.9%,7%,-18%
CCOc1ccc(-c2cc(C)[n+](CCO)c(-c3ccc(OCC)cc3)c2)cc1,i,0.1,12%,-6.7%,15%,-0.3%,-1%,-1.0%,-22%,0%
O=C(c1cccnc1)c1cc2ccccc2[nH]1,i,0.5,-17%,3.4%,5%,0.1%,2%,-0.4%,-18%,18%
COc1cccc(-n2c(-c3ccoc3)nc3ccccc3c2=O)c1,i,3.5,8%,-4.2%,-2%,-0.1%,1%,3.6%,-6%,7%
Cc1nc2cc(F)ccc2n1C1CCN(Cc2nnnn2CCc2ccccc2)CC1,i,1.3,7%,·,·,-0.1%,6%,-2.1%,6%,-12%
Cc1cc(NC(=O)C(Cl)(Cl)Cl)no1,i,1.1,8%,1.9%,-17%,-0.2%,5%,1.0%,-13%,18%
CCNc1cc(N2CCNCC2)ccc1[N+](=O)[O-],·,·,-8%,-2.7%,-25%[20 µM],-0.1%,9%,-1.1%,-7%,6%
CC(C)(C)NS(=O)(=O)c1ccc(OCC(=O)N2CCN(Cc3ccccc3)CC2)cc1,i,0.7,3%,·,10%[20 µM],0.5%,-6%,-0.5%,-32%,25%
O=P(O)(O)Cc1c(Cl)cccc1Cl,i,0.3,-5%,-1.0%,-22%,-0.1%,14%,1.3%,-22%,13%
CC1(C)C2([N+](=O)[O-])CN3CN(C2)CC1([N+](=O)[O-])C3,i,0.4,9%,-1.7%,-24%,-0.4%,-6%,0.6%,-24%,8%
COc1cc(-n2c(=S)[nH]c3ccc(C)cc3c2=O)c(Cl)cc1Cl,i,0.0,-8%,2.2%,-61%,-0.3%,14%,6.2%,-27%,10%
CCOc1cc2c(cc1OCC)-n1cccc1C(c1cccc(OCC)c1O)NC2 (stereo not given),i,1.3,16%,-5.9%,19%,0.0%,17%,-1.4%,-5%,26%
CCCCCCOc1ccc(CN2CCN(C)CC2)cc1,i,0.5,16%,0.7%,-17%,-0.1%,11%,-0.4%,-33%,-38%
CC(=O)Nc1ccccc1C(=O)OCC(=O)c1ccccc1Cl,i,0.8,1%,1.3%,-7%,0.3%,3%,2.3%,-31%,8%
CCOC(=O)C1(CCc2ccccc2)CCN(Cc2ccc(NC(C)=O)cc2)CC1,i,0.8,7%,1.6%,-23%[20 µM],-0.3%,4%,1.5%,-43%,-34%
Cc1nc2ccc(N3CCN(C)CC3)cc2nc1C,i,0.5,19%,-3.0%,5%,-0.3%,-9%,-0.6%,-24%,-46%
CC(=C1C(=O)c2ccccc2C1=O)N1CCN(CCN=Cc2c(O)n(C)c(=O)n(C)c2=O)CC1,i,0.8,4%,-2.5%,-119%,0.3%,1%,-1.9%,21%,-7%
COc1cccc(C(=O)C2CCCN(Cc3ccc4nonc4c3)C2)c1 (stereo not given),·,·,7%,·,-2%[20 µM],-0.1%,14%,-1.1%,-17%,0%
CC(C)(C)c1nc(N2CCN(C(=O)c3ccco3)CC2)c2nnn(Cc3ccccc3Cl)c2n1,i,1.7,19%,6.9%,8%,0.1%,20%,-2.5%,7%,33%
CN(C)c1ccc(/C=C/C=C2/C(=O)NC(=O)N(c3ccccc3)C2=O)cc1,?,·,35%,-7.6%,9%,-0.1%,32%,0.4%,81%*,-39%
Cn1c2ccccc2c2cnn(CC(=O)N3CCC4(CC3)OCCO4)c(=O)c21,·,·,4%,-8.6%,1%,-0.1%,3%,20%,-22%,-6%
N#CCCn1cc(C(=O)Nc2ccccc2Br)c(-c2ccc3c(c2)OCCO3)n1,i,0.0,-3%,-2.9%,-3%,-0.1%,13%,2.1%,-2%,16%

# (cont.)
SMILES,Myeloid diff MLP,Myeloid diff MLP GFP+ MAC1+ %,GPR55 LPI antagonism,KOR beta-arrestin-1,KOR beta-arrestin-2,GPR55 beta-arrestin,GPR35 arrestin U2OS,HIV peptide binding,NOD1 NF-kB reporter,NOD2 inhibition
COC(=O)COc1ccc(/C=C2\C(=O)NC(=S)N(c3ccc(C)cc3)C2=O)cc1OC,i,0.4,0%,1.5%,24%,0.5%,2%,7.9%,-9%,10%
CCCn1c(C(=O)c2ccccc2)nc2ccccc21,i,0.1,-6%,-3.7%,-2%,-0.3%,5%,1.9%,-21%,6%
Clc1ccc(C2N3CCCN23)c(Cl)c1 (stereo not given),i,0.6,7%,-3.1%,0%,0.0%,-2%,-1.5%,6%,4%
O=C(COc1ccc2ccccc2c1)N1CCN(Cc2c[nH]c3ccccc23)CC1,?,·,4%,3.4%,-42%,0.8%,0%,1.4%,-15%,-14%
O=c1[nH]c(O)c(C=Nc2ccccc2[N+](=O)[O-])c(=O)[nH]1,·,·,12%,-5.3%,2%,0.8%,8%,-0.6%,-24%,10%
CN1CCN(c2ncc(C=O)s2)CC1,i,1.0,8%,-3.8%,14%[20 µM],-0.1%,-1%,-0.7%,-15%,8%
O=C1NC(=O)C(CCc2ccncc2)(CCc2ccccn2)C(=O)N1c1ccc(Br)cc1 (stereo not given),i,0.0,-4%,·,-20%[20 µM],-0.1%,9%,2.5%,-16%,6%
CCCCn1c(=O)c(C(=O)Nc2nc3ccccc3[nH]2)c(O)c2ccccc21,·,·,0%,-0.4%,-34%,0.2%,6%,7.7%,4%,15%
Cc1c(C=O)c2ccccc2n1Cc1cccc(F)c1,i,1.0,7%,-1.7%,·,0.4%,0%,2.8%,9%,14%
CNC(=O)OCCc1n(C)cc[n+]1C,i,0.3,3%,13%,0%,1.0%,3%,-0.4%,20%,19%
O=[N+]([O-])c1ccc(C2C3C(c4ccccc4)=NC4(CCCC4)N32)cc1 (stereo not given),i,0.6,11%,1.7%,1%,-0.1%,-12%,-0.5%,5%,16%
C/C1=C\[C@@H](C)C/C=C/[C@H]2[C@@H]3O[C@]3(C)[C@@H](C)[C@H]3[C@H](Cc4c[nH]c5ccccc45)NC(=O)[C@]32C(=O)/C=C/C(=O)[C@@H]1O,?,·,17%,2.2%,-46%,11%,-16%,4.7%,-3%,-93%
NC(=O)c1c(NC(=O)c2ccc(S(=O)(=O)N(CCCl)CCCl)cc2)sc2c1CCCCC2,i,0.6,6%,9.9%,-14%,0.2%,·,19%,-14%,12%
Cc1ccc(-n2c(O)c(/C=N/N3CCCCC3c3cccnc3)c(=O)[nH]c2=S)cc1 (stereo not given),i,0.4,8%,-3.0%,24%,0.0%,14%,3.6%,-13%,8%
CCC(=NCCc1ccccc1)c1c(O)n(C)c(=O)n(C)c1=O,i,0.4,12%,5.6%,11%,0.3%,6%,-1.4%,2%,11%
CN1CCN(c2c[nH]c(=O)[nH]c2=O)CC1,i,2.1,0%,1.5%,-26%,-0.2%,-6%,-1.2%,-24%,-2%
COC(=O)c1cncn1C(C)c1ccccc1 (stereo not given),i,1.5,-1%,-5.1%,-18%,-0.1%,9%,3.2%,-9%,27%
COc1ccc(NC(c2ccccc2)P(=O)(Oc2ccccc2)Oc2ccccc2)cc1 (stereo not given),i,0.6,10%,-1.0%,11%,-0.3%,9%,-2.0%,-24%,-2%
N#CC(c1ccccc1)N1CCOCC1 (stereo not given),i,0.1,-5%,-1.4%,13%,0.2%,8%,-0.2%,-12%,7%
O=[N+]([O-])c1cnc2ccc3ccccc3c2c1,i,1.7,-10%,-0.4%,-16%,0.3%,-3%,-0.1%,-24%,13%
Cn1cccc1/C=C1/C(=O)NC(=O)N(Cc2ccc(F)cc2)C1=O,i,0.2,-17%,1.2%,-80%,-0.1%,9%,14%,2%,-8%
O=[N+]([O-])c1ccc2c(c1)C(c1ccccc1)=NCCN2,i,0.3,-2%,-0.3%,-38%,-0.1%,-5%,0.2%,-9%,19%
CC12CC[C@H]3[C@@H](CCC4(O)C[C@H](O)CCC34/C=N/NC(=O)c3ccccc3F)C1(O)CCC2C1=CC(=O)OC1 (stereo not given in full),i,0.4,10%,8.1%,-49%,0.3%,2%,-1.0%,-10%,6%
NCCCP(=O)(O)CCc1ccccc1,i,1.7,6%,-7.9%,16%,-0.3%,10%,12%,8%,12%
CCOC(=O)C1=Nc2ccccc2/C1=C\c1c(O)n(C)c(=O)n(C)c1=O,i,0.7,0%,-0.2%,19%,-0.3%,-4%,21%,-1%,16%

# Going on with the list:
SMILES,Myeloid diff MLP,Myeloid diff MLP GFP+ MAC1+ %,GPR55 LPI antagonism,KOR beta-arrestin-1,KOR beta-arrestin-2,GPR55 beta-arrestin,GPR35 arrestin U2OS,HIV peptide binding,NOD1 NF-kB reporter,NOD2 inhibition
COc1ccc(-n2c(O)c(/C=C3\C=Nc4ccc(Br)cc43)c(=O)[nH]c2=O)c(OC)c1,i,0.9,1.7µM*,0.9%,13%,0.5%,-6%,64%,10%,16%
COc1ccc(CN2C(=O)NC(=O)/C(=C\c3ccc(OC)c(OC)c3OC)C2=O)cc1,i,0.3,22%,-4.9%,33%,0.1%,0%,4.3%,-10%,8%
CC(=O)CC(c1ccccc1[N+](=O)[O-])c1c(O)c2ccccc2oc1=O (stereo not given),i,1.0,8%,2.4%,12%,-0.1%,-13%,-0.3%,-9%,11%
CN1Cc2cccnc2N(C)Cc2cc(Cl)ccc21,i,0.7,-8%,0.1%,-6%,-0.3%,-5%,-1.8%,-13%,21%
CCn1c(O)c(/C=N/NC(=O)c2ccncc2)c(=O)[nH]c1=S,i,0.4,9%,11%,-14%,0.1%,13%,4.0%,3%,-12%
O=C(CCC(=O)N1CC2C[C@@H](C1)Cn1c2cccc1=O)NCCc1ccccc1F,i,6.3,-30%,-1.3%,-14%[20 µM],-0.1%,-16%,-0.9%,-8%,18%
O=c1[nH]c(=O)n(-c2ccccc2)c(O)c1/C=C1/C(c2ccccc2)=Nc2ccccc21,?,·,69%*,12%,-73%,-0.4%,-11%,130%,82%*,-70%
OC(c1ccccc1)(c1ccccc1)c1ccncc1,+,2.0*,1%,1.0%,-24%,0.0%,0%,-2.4%,-27%,1%
